HIF activator = HIF pathway transcriptional activation; U2OS HRE-luciferase reporter, luminescence; normalized: DMSO 0%, desferrioxamine 100%; activation, % at 7.5 µM (by protocol); 300,000 compounds, 0.32% hits;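 active means mean activation of at least 10% of the iron chelator positive control signal, with at least half of replicates also reaching 10%; inconclusive means mean and replicate majority disagree about reaching 10%; inactive means mean and most replicates under 10%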
aSyn UTR inh = MLPCN primary screen, SNCA 5' untranslated region; AID 1813; alpha-synuclein 5'UTR reporter, inhibitor activity; inhibition, % (tested at 7.5 µM); 300,000 compounds, 0.82% hits; in the data active means inhibition above about 60%; inconclusive means no clear call, values can overlap the other calls;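 further: H4 neuroglioblastoma cells stably carrying SNCA 5'UTR luciferase fusion; 0% = DMSO wells and 100% = positive control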
AI-2 QS modul = modulates the Vibrio harveyi AI-2 quorum sensing system | AID 2094 | activity change, % at 7.5 µM | 300,000 compounds, 0.4% hits | Vibrio harveyi JMH597 AI-2 luminescence/OD600 ratio, 9 h; active compounds read low; strain lacks LuxN and CqsS sensors; 0 = neutral-control median; in the data active means activity change below about -75%, passing the limit was not always enough; inconclusive means no clear call, values can overlap the other calls;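 further: luminescence divided by OD600 gain over 9 h not by final OD600 alone; inactives centre near 13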
Platelet DG rel = platelet dense granule release activity; human platelet-rich plasma, SFLLRN dense granule ATP release, luminescence; inhibition, %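 (compounds screened at 7.5 µM in platelet-rich plasma)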; 300,000 compounds, 0.22% hits;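 active means mean replicate score, as percent of positive control, at or above 50; inconclusive means mean below 50 but at least one replicate at or above 50; inactive means mean and every replicate below 50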
IEC-6 cytotox = kills IEC-6 intestinal cells in KLF5 counter-screen; IEC-6 cytotoxicity, luminescence viability; inhibition, % at 5 µM; 290,000 compounds, 0.78% hits; AID 1825; in the data active means inhibition above about 22%;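 further: 0% = plate median of test compound wells and 100% = cytotoxic reference compound wells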
HSF1 inh = HSF1 inhibition. NIH3T3-HGL HSE-luciferase, MG132-induced, luminescence 8 h; active compounds read low. activity change, negative = inhibition, % at 7.5 µM (by protocol). 300,000 compounds, 0.77% hits;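 active means more than half of replicate wells show activity change below -50%, luminescence cut by over half; inconclusive means some wells, but at most half, below -50%; inactive means no replicate well below -50%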;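 further: luciferase reports HSF-1 transcriptional activity via heat shock element; 0% = median of DMSO wells and -100% = zero luminescence signal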
HSF1 activator = increases HSF-1 driven luciferase reporter signal. NIH3T3-HGL HSF-1 luciferase reporter, MG132, 8 h; 100% = twice DMSO control signal. activation, % at 9 µM. 300,000 compounds, 1.7% hits;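 active means mean replicate activation of at least 50% with a set share of replicates each reaching 50%; inconclusive means only one of those two conditions met; inactive means mean below 50% and too few replicates reaching it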;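 further: 0% = median of the neutral control wells and 100% = twice that signal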
HDAC3 inh = inhibitors of human histone deacetylase 3. 320,000 compounds, 0.15% hits. O15379. recombinant HDAC3, fluorogenic peptide/trypsin coupled, fluorescence. AID 2718. inhibition, % at 8.3 µM; in the data active means inhibition above about 26%, passing the limit was not always enough; inconclusive means no clear call, values can overlap the other calls
Target sequence (O15379 whole entry, looked up): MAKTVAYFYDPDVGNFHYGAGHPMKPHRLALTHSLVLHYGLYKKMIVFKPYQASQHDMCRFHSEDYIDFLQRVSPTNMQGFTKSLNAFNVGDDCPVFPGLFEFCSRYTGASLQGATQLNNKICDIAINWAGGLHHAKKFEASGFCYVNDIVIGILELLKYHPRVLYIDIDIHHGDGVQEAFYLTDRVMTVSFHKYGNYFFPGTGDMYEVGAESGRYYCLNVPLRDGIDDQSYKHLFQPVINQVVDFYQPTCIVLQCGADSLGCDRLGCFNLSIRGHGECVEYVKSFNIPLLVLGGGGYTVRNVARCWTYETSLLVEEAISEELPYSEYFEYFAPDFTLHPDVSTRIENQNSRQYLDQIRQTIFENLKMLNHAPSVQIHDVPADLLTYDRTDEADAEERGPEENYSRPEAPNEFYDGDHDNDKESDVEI
HSP90 refold inh = HSP90 refolding inhibition in rabbit reticulocyte lysate; luciferase refolding luminescence, 3 h; inhibition, % at 5.6 µM; 290,000 compounds, 0.91% hits; AID 1789;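 active means inhibition above the screen-wide mean plus 3 SD, computed separately per campaign, cut at about 16% in these data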;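 further: 0% = DMSO wells and 100% = 60 µM geldanamycin wells; inhibitors lower the luminescence because luciferase stays unfolded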
KLF5 inhibitor = kruppel-like factor 5 inhibition; DLD-1 KLF5 promoter-luciferase reporter, luminescence; inhibition, % at 5 µM; 290,000 compounds, 0.23% hits; AID 1700;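 active means inhibition above a per-plate limit of that plate's mean compound inhibition plus 3 SD, cut at about 60% in these data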;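 further: 0% = DMSO wells and 100% = LY294002 at 200 µM; higher means less KLF5 promoter-driven luciferase light; inactives centre near -14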
* marks the source's active call; other numbers are inactive results; ? = inconclusive; · = not tested or not shown.

SMILES	HIF activator	aSyn UTR inh	AI-2 QS modul	Platelet DG rel	IEC-6 cytotox	HSF1 inh	HSF1 activator	HDAC3 inh	HSP90 refold inh	KLF5 inhibitor
CCOP(=O)(OCC)/C(=N/OC(=O)c1ccc(OC)cc1)C(N)=O	0.3	-5	24	24	-6	-1	0	16	-4	-28
CCCc1[nH]nc2c1C(c1ccc(OC)cc1OC)C(C#N)=C(N)O2 (stereo not drawn)	0.1	-9	1	4	3	23	63*	-2	0	1
CC(=O)Nc1ccc(S(=O)(=O)NCC2CCC(C(=O)N3CCN(c4ccccn4)CC3)CC2)cc1 (stereo not drawn)	-3.8	-2	2	-6	-1	-1	-2	-1	0	2
COc1cc(OC)c(OC)cc1CN1CCCC(C(=O)c2ccccc2SC)C1 (stereo not drawn)	0.7	?	9	-3	0	-8	-8	7	-1	2
Cc1cccc(CC(=O)NC2CCN(C)CC2)c1	-15	3	-4	-3	1	-3	-2	4	0	-35
COc1ccc(/C=C(\NC(=O)c2cccs2)C(=O)Nc2cccc3ccccc23)cc1OC	-0.3	12	38	2	3	-3	19	-1	6	-14
COCC(C)NS(=O)(=O)c1ccc(C(=O)NC(Cc2ccccc2)c2ccccc2)cc1 (stereo not drawn)	-0.4	19	1	-2	-2	-1	5	1	1	-5
COc1ccc(OC)c(NC(=O)CSc2nnnn2-c2ccc3c(c2)OCO3)c1	·	-29	21	3	2	-8	3	-13	9	-25
Cc1nn(C)cc1CNC(=O)c1cnn2c(C(F)F)cc(C3CC3)nc12	-0.8	33	18	8	-2	-4	-5	4	1	2
CCC1(C)Cc2ccccc2-c2nc(NCCO)n(-c3ccc(C)cc3)c(=O)c21 (stereo not drawn)	-2.3	-63	-7	4	2	-11	-5	-60	5	-25
CCC(=O)Nc1ccc(NC(=O)CSc2nnnn2-c2ccc3c(c2)OCCO3)cc1	0.0	-22	-11	-1	-6	-1	-4	·	-1	4
C/C(=N/Nc1ccccc1[N+](=O)[O-])c1ccc(C)c([N+](=O)[O-])c1	-0.2	-166	14	1	5	-3	-1	·	-4	-46
CC(=O)Nc1ccc(S(=O)(=O)Nc2ccc(N3CCOCC3)c(F)c2)cc1	0.1	8	4	-1	0	·	·	2	-2	-1
CC(C)(C)Nc1nc(NC(C)(C)C)nc(-n2ccnc2)n1	·	·	·	·	-5	·	·	2	-3	13
Cc1cc(C)cc(CC2CC(=O)N(c3cc(C)ccc3C)C2=O)c1 (stereo not drawn)	-29	5	19	-13	0	-1	14	2	7	-29
CC1CN(C(=O)CCC(=O)N2CCOCC2)c2ccccc2O1 (stereo not drawn)	-0.5	3	20	1	0	-5	-5	-17	1	-3
CCOc1cccc(/C=N/N=C/c2cccc(OCC)c2O)c1O	2.0	-36	7	3	-1	-3	6	·	1	-24
CCCCn1c(N)c(N(CC)C(=O)c2ccc(N(C)S(=O)(=O)c3ccc(C)cc3)cc2)c(=O)[nH]c1=O	0.1	3	20	-9	·	-5	-9	1	·	·
Nc1nnc(SCCCC(=O)c2ccc(F)cc2)s1	0.8	-26	-38	12	11	6	24	-11	1	-1
CCCS(=O)(=O)C(=C1Nc2ccccc2N1)S(=O)(=O)CCC	-0.2	-13	16	0	-5	0	29	-1	0	-17
NS(=O)(=O)c1ccc(NC(=O)/C(=C/c2ccncc2)NC(=O)c2ccccc2)cc1	-0.4	5	33	3	-2	-1	20	-5	-1	-20
COc1ccccc1NC(=O)COC(=O)CC(C)(C)CC1=NS(=O)(=O)c2ccccc2N1	0.2	17	17	3	13	-2	13	3	-2	-6
Cc1ccc2nc3c(cc(C(=O)NCCCn4ccnc4)n3C)c(=O)n2c1	0.2	9	18	0	-2	-5	-1	-122	-5	-18
CCOC(=O)C1=C(CSc2nc3ccccc3s2)NC(=O)NC1c1cccc([N+](=O)[O-])c1 (stereo not drawn)	-0.1	27	28	-2	-10	16	23	0	-3	-11
CCOc1ccc(-c2nnc(-c3cccs3)o2)cc1OCC	6.2	-86	1	-2	1	18	32	-6	0	-14

New compounds follow.
SMILES	HIF activator	aSyn UTR inh	AI-2 QS modul	Platelet DG rel	IEC-6 cytotox	HSF1 inh	HSF1 activator	HDAC3 inh	HSP90 refold inh	KLF5 inhibitor
Nc1nc(Br)c2c(F)cccc2c1-c1ccc(F)cc1	-0.4	-7	13	-7	10	4	3	-2	0	15
COc1ccc(NC(=O)COc2ccccc2C(=O)NCC(c2ccccc2)N(C)C)cc1Cl (stereo not drawn)	-0.1	-17	29	12	3	16	24	-3	-2	-3
C#CCN(CC=C)C(=O)C1CCC(=O)N(CCCc2ccccc2)C1 (stereo not drawn)	1.4	8	15	-3	5	0	2	1	-2	-17
S=C(NCCc1ccccc1)Nc1cnc2ccccc2c1	2.7	-115	-20	-12	-2	16	36	-2	-2	-96
CC(C)CCNC(=O)c1onc(CSc2ccc(F)cc2)c1C(=O)NCCC(C)C	1.3	21	31	-1	·	-1	7	-11	·	·
CCc1ccccc1Nc1nc(N)nc(CSCC(=O)Nc2ccc(C)c(C)c2)n1	-0.2	-9	25	-10	0	4	26	-6	0	-12
CCOc1ccccc1OCC(=O)Nc1nnc(COC)s1	-0.3	-12	25	-3	-1	-3	12	-2	-1	-8
CCCCN(CC)S(=O)(=O)c1ccc2c(c1)CCCN2C(C)=O	-0.7	8	10	-8	4	-9	3	2	-3	-4
O=C(CSc1nnnn1-c1ccccc1)NC(=O)NCc1ccco1	0.5	-3	31	-1	-2	0	0	5	1	-17
O=C(CCN1C(=O)S/C(=C/c2ccccc2)C1=O)Nc1ccc(C(=O)O)c(O)c1	-0.2	18	23	4	-2	-6	2	5	-1	-34
CCOc1ccc2[nH]c(=O)c(CN(Cc3ccco3)C(CC)c3nnnn3Cc3ccccc3)cc2c1 (stereo not drawn)	-0.4	26	34	0	-2	7	15	0	2	-1
CC(NCc1ccccc1Cl)C(=O)Nc1ccc(C#N)cc1 (stereo not drawn)	1.2	-30	21	-4	12	-3	-5	5	-1	3
Cc1cc(C)c2c(C)c(C(=O)NCc3ccc(S(N)(=O)=O)cc3)oc2c1	-1.0	13	1	-7	-5	-1	2	5	3	8
COc1ccc(NC(=O)c2nc[nH]c2C(=O)NCC(=O)OC(C)(C)C)cc1	-5.6	14	18	-13	·	-3	-3	-9	·	·
CC(=O)Nc1sc(C)c(C)c1C(=O)OCC(=O)N(C)c1c(N)n(Cc2ccccc2)c(=O)[nH]c1=O	1.3	-9	18	-3	·	4	-2	-5	·	·
N#Cc1cccc(NC(=O)CSc2ccc3c4c(cccc24)C(=O)c2ccccc2-3)c1	0.2	-154	24	6	5	15	17	0	3	-20
C1CCc2c(nc3nnnn3c2N2CCOCC2)C1	-1.1	-12	21	-3	0	-8	-9	4	4	-14
Cc1cc(OCC(=O)NCCCN(C)C)cc(C)c1Br	-0.2	14	2	6	10	-6	-11	1	9	-12
O=C(Cn1cnnn1)NC1CCCN(Cc2ccccc2F)C1 (stereo not drawn)	0.0	-7	5	-8	-4	-4	-12	7	-2	-34
Cc1ccc(NC(=O)NCCCN2CCCC2=O)cc1	0.4	-30	9	4	-3	2	-4	1	4	-9
COc1cc(/C=N/NC(=O)/C(=C\c2ccc3c(c2)OCO3)NC(=O)c2ccccc2)ccc1O	0.2	-18	29	-9	-7	-29	-43	?	-3	-3
Cn1nc(C(F)(F)F)c(C(=O)Nc2ccc(F)cc2F)c1Sc1cccc(C(F)(F)F)c1	-0.5	42	4	2	2	0	14	5	-2	14
CSc1nncc(-c2ccc(F)c(F)c2)n1	1.1	3	7	-7	-5	2	22	-1	1	-24
CC(=O)Nc1ccc(S(=O)(=O)NC2=C(N3CCN(c4ccc(F)cc4)CC3)C(=O)c3ccccc3C2=O)cc1	-0.1	-48	4	-25	1	61	75*	-2	4	-62
CC(C)NCCCCOc1ccccc1-c1ccccc1	0.1	1	6	-2	2	-5	19	-7	-5	-33

More results
SMILES	HIF activator	aSyn UTR inh	AI-2 QS modul	Platelet DG rel	IEC-6 cytotox	HSF1 inh	HSF1 activator	HDAC3 inh	HSP90 refold inh	KLF5 inhibitor
CC(C)(C)NC(=O)COC(=O)c1cc(Cl)ccc1[N+](=O)[O-]	-0.9	-7	2	6	-2	-5	-4	-1	0	3
O=C(NNC(=S)NCc1ccccc1)c1cccnc1	0.4	10	-58	2	1	4	-10	3	5	-24
CCSC1=NCN(CCCC(=O)O)CN1	-0.7	6	23	4	-1	-6	-2	-6	0	9
COc1ccc(OCCSc2n[nH]c(N)n2)cc1	0.7	5	-16	0	-2	10	-7	2	-1	9
O=C(CCN1CCN(c2ccccc2)CC1)Nc1ccc(Cl)cc1	0.3	17	-29	-5	-13	3	-21	-3	-5	-15
CCCc1cc(=O)oc2cc(OCC(=O)N3CCC(C(N)=O)CC3)ccc12	-0.2	1	10	1	-4	-5	-1	-8	-5	-11
CC(C)(C)c1nnc(N/N=C/c2cc(Br)ccc2O)n(N)c1=O	2.7	116*	?	14	-3	-1	4	10	-5	9
CCSc1nnc(NC(=O)c2nc(S(=O)(=O)Cc3ccc(F)cc3)ncc2Cl)s1	-0.9	10	24	-11	-6	-21	-39	2	1	-6

12 compounds already listed, arranged by heavy-atom count, descending.
SMILES	HIF activator	aSyn UTR inh	AI-2 QS modul	Platelet DG rel	IEC-6 cytotox	HSF1 inh	HSF1 activator	HDAC3 inh	HSP90 refold inh	KLF5 inhibitor
CC(=O)Nc1ccc(S(=O)(=O)NC2=C(N3CCN(c4ccc(F)cc4)CC3)C(=O)c3ccccc3C2=O)cc1	-0.1	-48	4	-25	1	61	75*	-2	4	-62
COc1cc(/C=N/NC(=O)/C(=C\c2ccc3c(c2)OCO3)NC(=O)c2ccccc2)ccc1O	0.2	-18	29	-9	-7	-29	-43	?	-3	-3
Cn1nc(C(F)(F)F)c(C(=O)Nc2ccc(F)cc2F)c1Sc1cccc(C(F)(F)F)c1	-0.5	42	4	2	2	0	14	5	-2	14
CCSc1nnc(NC(=O)c2nc(S(=O)(=O)Cc3ccc(F)cc3)ncc2Cl)s1	-0.9	10	24	-11	-6	-21	-39	2	1	-6
CCCc1cc(=O)oc2cc(OCC(=O)N3CCC(C(N)=O)CC3)ccc12	-0.2	1	10	1	-4	-5	-1	-8	-5	-11
O=C(CCN1CCN(c2ccccc2)CC1)Nc1ccc(Cl)cc1	0.3	17	-29	-5	-13	3	-21	-3	-5	-15
CC(C)(C)c1nnc(N/N=C/c2cc(Br)ccc2O)n(N)c1=O	2.7	116*	?	14	-3	-1	4	10	-5	9
CC(C)NCCCCOc1ccccc1-c1ccccc1	0.1	1	6	-2	2	-5	19	-7	-5	-33
Cc1ccc(NC(=O)NCCCN2CCCC2=O)cc1	0.4	-30	9	4	-3	2	-4	1	4	-9
COc1ccc(OCCSc2n[nH]c(N)n2)cc1	0.7	5	-16	0	-2	10	-7	2	-1	9
CSc1nncc(-c2ccc(F)c(F)c2)n1	1.1	3	7	-7	-5	2	22	-1	1	-24
CCSC1=NCN(CCCC(=O)O)CN1	-0.7	6	23	4	-1	-6	-2	-6	0	9
